ATG4B inh: ATG4B protease inhibitors, primary screen, biochemical, fluorescence, uHTS. AID 504462, 2011. hit rate 0.51% among 340,000. ATG4B cleavage of LC3-PLA2, NBD-HPC fluorescence, 1 h. inhibition, % at 8.33 µM. Cysteine protease ATG4B (Homo sapiens), Q9Y4P1; in the data active means inhibition above about 40%
NR3A LBD binder: binders of NR3A ligand-binding domain, primary screen, biophysical, differential scanning fluorimetry, uHTS; NR3A LBD differential scanning fluorimetry, Tm shift; 0% = protein alone, 100% = glycine-bound protein; Tm shift relative to glycine control, % at 25 µM; hit rate 2.5% among 340,000; AID 1259313, 2017;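 active means melting temperature shift of at least 10% of the positive control shift, at one fixed dose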
SENP8 block: human SENP8 protease inhibitors, primary screen, biochemical, fluorescence, Nedd8 protein substrate, uHTS. Sentrin-specific protease 8 (Homo sapiens), Q96LD8. recombinant SENP8. inhibition, % at 20 µM. hit rate 0.64% among 360,000. AID 602440, 2012; in the data active means inhibition mostly above about 40%, no sharp cut-off; inactive means mostly below about 27%
SENP6 block: SENP6 protease inhibitors, primary screen, biochemical, luminescence, uHTS; inhibition, % at 10 µM; Recombinant SENP6 catalytic domain, aminoluciferin luminescence; hit rate 1.8% among 330,000;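 active means inhibition above about 50% at the single tested dose, limit read from the data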;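 further: plate controls were DMSO wells with enzyme for no effect and DMSO wells lacking enzyme for full effect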
PfG6PD inh: PfG6PD enzyme inhibitors, primary screen, biochemical, fluorescence intensity, uHTS | PfGluPho enzyme, NADPH resazurin-diaphorase fluorescence | inhibition, % at 20 µM | hit rate 0.78% among 350,000 | AID 504690, 2011;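 active means inhibition reaching at least a set limit at 20 µM in the primary screen, cut at about 59% in these data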;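 further: 0% = DMSO wells with substrate and 100% = DMSO wells lacking glucose-6-phosphate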
HKDC1 inhibitor: HKDC1 hexokinase inhibitors, primary screen, biochemical, fluorescence, uHTS; Q2TB90; recombinant HKDC1, G6PDH/diaphorase resazurin coupled fluorescence; inhibition, % at 20 µM; hit rate 0.16% among 340,000; AID 493160, 2011;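 active means inhibition above about 35% when tested at 20 µM, limit read from the data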;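 further: plate controls were DMSO wells with enzyme for no effect and DMSO wells lacking enzyme for full effect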
Target sequence (Q2TB90 whole entry, looked up): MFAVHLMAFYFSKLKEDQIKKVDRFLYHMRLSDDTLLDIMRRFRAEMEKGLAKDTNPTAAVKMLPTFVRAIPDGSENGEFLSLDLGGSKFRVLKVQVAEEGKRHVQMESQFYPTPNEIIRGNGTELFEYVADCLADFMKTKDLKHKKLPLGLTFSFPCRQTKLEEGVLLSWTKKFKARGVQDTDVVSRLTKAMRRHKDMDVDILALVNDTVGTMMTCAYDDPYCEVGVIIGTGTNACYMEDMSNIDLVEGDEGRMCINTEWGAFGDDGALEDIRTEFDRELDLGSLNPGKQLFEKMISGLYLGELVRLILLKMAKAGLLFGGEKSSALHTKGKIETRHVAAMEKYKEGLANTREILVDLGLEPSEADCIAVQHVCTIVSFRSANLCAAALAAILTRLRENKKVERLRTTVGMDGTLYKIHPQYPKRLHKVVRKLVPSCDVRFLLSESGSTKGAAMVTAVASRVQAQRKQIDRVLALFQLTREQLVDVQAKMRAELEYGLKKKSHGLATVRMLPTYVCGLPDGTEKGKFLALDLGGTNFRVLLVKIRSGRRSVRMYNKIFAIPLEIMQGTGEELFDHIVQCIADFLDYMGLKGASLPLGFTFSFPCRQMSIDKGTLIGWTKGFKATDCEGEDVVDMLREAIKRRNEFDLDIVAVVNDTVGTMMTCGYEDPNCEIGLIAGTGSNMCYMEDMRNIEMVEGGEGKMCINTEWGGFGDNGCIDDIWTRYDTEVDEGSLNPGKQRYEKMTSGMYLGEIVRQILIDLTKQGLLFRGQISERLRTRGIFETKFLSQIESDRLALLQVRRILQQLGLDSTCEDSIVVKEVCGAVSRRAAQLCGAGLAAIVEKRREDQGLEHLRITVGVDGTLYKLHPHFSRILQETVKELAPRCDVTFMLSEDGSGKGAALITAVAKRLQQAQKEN
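System: Recombinant HKDC1 hexokinase | Amount: HKDC1 at 5 µg/mL | Reagent: Glucose with 1 mM ATP | Doses: Single 20 µM dose | Incubation: Reaction time 90 min, room temperature, protected from light | Signal: Coupled resazurin fluorescence, excitation 525 nm, emission 613 nm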
MPTP block: mitochondrial permeability transition pore inhibitors, primary screen, biochemical, isolated mouse mitochondria, absorbance. Ca2+ swelling absorbance, 30 min. inhibition, % at 10 µM. hit rate 1.4% among 360,000. AID 602449, 2012;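 active means inhibition of 50% or more, scaled per plate between neutral and stimulator controls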;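 further: 0% = DMSO wells given calcium and 100% = 1 mM EGTA wells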
SENP7 block: SENP7 protease inhibitors, primary screen, biochemical, luminescence, uHTS; Sentrin-specific protease 7 (Homo sapiens), Q9BQF6; recombinant SENP7, Z-RLRGG-aminoluciferin luminescence, 40 min; inhibition, % at 5 µM; hit rate 1.5% among 330,000; AID 434973, 2010;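 active means inhibition above about 50% at the single test dose, limit read from the data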;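 further: plate controls were DMSO with enzyme for no effect and no enzyme buffer wells for full effect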
Starred values were filed as active, the others as inactive; nt = not tested or not shown.

SMILES	ATG4B inh	NR3A LBD binder	SENP8 block	SENP6 block	PfG6PD inh	HKDC1 inhibitor	MPTP block	SENP7 block
CCOC(=O)c1[nH]c2c(c1C)C(=O)CC(c1ccc(F)cc1)C2 (stereo unspecified)	7.8	-0.2	-2.1	-8.5	11.2	1.2	1.2	7.3
CCOc1ccc(Oc2ccc(NC(=O)CSc3nncn3C)cc2)cc1	-3.5	-2.5	18.2	-23.5	-5.9	-3.6	0.2	-9.5
CCCn1c(SCC(=O)c2ccc3c(c2)OCCO3)nnc1-c1ccco1	-6.8	0.3	6.9	1.0	29.1	3.9	-0.6	4.5
O=[N+]([O-])c1ccc(-c2c(-c3ccccc3)ncc3cc(F)ccc23)cc1	6.8	-1.5	2.0	5.9	-0.7	13.1	1.3	8.6
CC(C)n1c(O)c(N=NC(=O)Cc2csc(N3CCOCC3)n2)c2ccccc21	-7.9	-0.1	6.3	-15.6	5.5	-4.0	-0.8	2.6
COC(=O)CSc1ncc(OC)c(OC)n1	-2.1	-0.3	17.4	-6.7	-7.3	-5.3	0.0	-11.6
Clc1cncc(Cl)c1N/N=C/c1ccncc1	-10.9	-0.5	5.9	-3.1	-6.9	-3.6	0.6	0.6
O=S(=O)(NCC(c1cccnc1)N1CCOCC1)c1ccccc1 (stereo unspecified)	-5.9	-0.8	2.4	5.3	-8.3	-3.6	0.7	-0.9
CCN1C(=O)CC2(C[N+]3(C)CCC2CC3)C1=O (stereo unspecified)	3.5	8.2	6.3	-7.3	-7.5	-11.0	1.7	-6.5
Oc1ccc(C=NNc2ccccn2)c(O)c1	-4.5	3.7	-2.8	nt	60.6*	13.9	0.4	nt
COC(=O)C1=C(C(=O)c2ccc(C)cc2)C(c2ccc(O)c(OC)c2)n2nnnc2N1 (stereo unspecified)	-7.0	0.8	25.5	-27.3	10.9	2.3	0.4	1.2
COc1ccc(CCN2CC(C(=O)NCCc3ccccc3)CC2=O)cc1OC (stereo unspecified)	-11.4	-1.3	19.9	-0.4	3.2	-7.9	1.4	3.0
COc1ccc(-c2noc(CCCC(=O)Nc3cccnc3)n2)cc1OC	-11.2	0.5	-5.5	0.1	13.7	-2.3	4.3	-7.1
O=C(CC1NCCc2ccccc21)Nc1ccc(Cl)cc1 (stereo unspecified)	8.2	-0.2	9.6	19.3	-13.7	-0.4	61.1*	-0.3
O=[N+]([O-])c1ccc(-c2cc(-c3ccc(Cl)cc3)n[nH]2)cc1	1.0	-3.1	28.2	-15.7	4.1	11.8	4.2	-11.8
Cc1cc(C)c(C(=O)COC(=O)c2cc([N+](=O)[O-])ccc2N2CCOCC2)cc1C	1.5	2.2	16.7	-0.1	19.0	1.4	-1.3	4.5
O=C(NC1CCCCC1)c1ccc(-c2cccc([N+](=O)[O-])c2)o1	-8.3	-0.8	1.7	-1.7	6.5	6.9	1.6	-8.6
Cc1ccc(C)c(-n2cc(CNC(C)Cn3cncn3)c(-c3ccccc3)n2)c1 (stereo unspecified)	7.4	-1.7	22.7	-18.1	-7.1	7.5	-0.5	1.5
Cc1noc(C)c1C(=O)N(CC(C)C)c1nc2ccccc2s1	-7.9	-0.4	0.3	-20.2	9.5	3.3	-0.9	-1.5
Cc1cc(C)c(NC(=O)CN2CCOCCOCCOCCOCC2)c(C)c1	-0.7	0.9	28.4	-4.6	13.3	-3.1	-2.2	6.8
COc1ccc(NC(=O)C(c2ccc(C)cc2)N(C)C(=O)Cc2cccs2)cc1 (stereo unspecified)	-2.2	-2.4	37.0	-18.0	5.7	5.2	4.2	-4.1
Cc1nn(Cc2ccccc2Cl)c(C)c1C(=O)Nc1nnc(C2CC2)s1	-8.9	2.8	16.1	-16.9	-10.0	-2.2	-1.0	-2.5
COC(C[C@H](O)[C@H](C)[C@H](O)COCc1ccccc1)OC	17.5	-3.1	-4.3	0.8	-12.2	-2.0	1.7	3.6
O=C(c1ccco1)N(Cc1nc2ccccc2c(=O)[nH]1)C1CCCC1	-5.0	1.0	-1.6	4.2	5.3	3.7	-0.1	-0.7
Cc1ccc(OCC(=O)OC(C)C(=O)NC2CCCCC2C)cc1C (stereo unspecified)	-3.1	-0.3	4.0	1.0	-22.0	-4.8	-1.1	1.8
Cc1nnc(NC(=O)CSc2nnc3ncccn23)s1	-1.4	-0.8	-1.6	-5.0	8.2	-3.0	-0.5	-0.4
CCOc1ccc(C/C(N)=N/n2cnnc2)cc1	2.0	-1.0	20.8	-13.1	1.0	-9.2	0.8	-2.7
COc1ccccc1/C=N/n1c(N)c(C(=O)NC2CCCCC2)c2nc3ccccc3nc21	-1.4	1.8	-239.3	nt	12.8	2.2	2.0	nt
Cc1ccc(C2OC(=O)c3ccccc32)cc1 (stereo unspecified)	3.7	-11.1	10.5	-2.4	0.5	-11.5	1.4	11.5
C=CCn1cc(C(=O)N2CCN(c3ccccc3)CC2)c(=O)c2cc(S(=O)(=O)N3CCCC3)ccc21	2.7	-1.4	13.7	12.7	-2.4	1.5	-1.2	-2.8
O=C(NCc1ccco1)c1ccc(CS(=O)Cc2ccc(Cl)cc2)o1 (stereo unspecified)	-8.7	0.5	11.8	18.1	13.9	-3.0	-2.4	-5.7
COc1ccc2cc1Oc1ccc(cc1)CC1c3c(cc(OC)c4c3Oc3cc5c(cc3O4)CCNC5C2)CCN1C (stereo unspecified)	-6.2	-8.3	44.6*	-12.6	9.2	-0.7	77.6*	-12.0
Cc1ccccc1NC(=O)NCC1CCN(C(=O)OC(C)(C)C)CC1	-13.5	-0.9	8.1	-25.7	-5.9	-7.8	0.4	4.8
CSc1cc(N2CCOCC2)nc(-c2ccccc2Cl)n1	-3.3	1.9	1.5	-23.3	3.9	11.3	9.5	-8.6
Cc1nn(-c2ccccc2)c(-c2ccccc2[N+](=O)[O-])c1C(=O)O	8.8	4.8	31.3	-0.1	16.8	-3.3	2.5	-2.1
CC1CCN(c2ccccc2NC(=O)c2cc([N+](=O)[O-])ccc2N2CCOCC2)CC1	8.6	-2.2	10.5	5.4	3.8	10.4	2.9	-6.2
COC(=O)c1cc(NS(=O)(=O)c2ccc(NC(C)=O)cc2)cc(C(=O)OC)c1	4.2	-1.4	-86.3	-6.4	-3.7	0.8	-0.1	3.2
CC(C)OC(=O)CSc1ncnc2c1cnn2Cc1ccccc1	7.5	2.8	8.4	15.1	-8.3	5.5	2.9	4.1
O=C(Nc1cccc(Cl)c1)OCc1cn(-c2ccccc2)nn1	-6.5	10.7*	1.8	-4.5	19.9	-5.1	1.9	7.9
COc1cccc(CNC(=O)CSC(=S)N2CCCC2)c1	2.9	-0.8	14.2	-19.3	23.7	-5.0	-1.1	-1.1
COc1ccc2nc(NCc3ccc(OC)c(OC)c3OC)sc2c1	3.9	-0.7	-1.8	nt	10.8	-1.9	-0.8	nt
COc1ccc(NC(=O)c2cc(-c3cc(OC)c(OC)c(OC)c3)nc3ccccc23)cc1OC	-13.9	-4.2	-20.0	-29.0	16.1	1.0	-1.1	-4.6
Clc1ccc(OCCn2cnc(Cl)c2Cl)cc1	-9.0	-0.9	19.2	-12.8	11.7	-2.4	5.0	-5.7
O=C(Cn1c2c(sc1=O)C1c3ccccc3OCC1CS2)Nc1ccc(Cl)cc1 (stereo unspecified)	20.1	13.1*	-22.1	-18.2	5.2	-7.8	3.8	-1.7
FC(F)(F)c1cccc(CN2CCCCCC2)c1	-1.8	-0.1	34.0	4.5	-5.7	-1.4	1.6	0.1
COc1ccc(NC(=S)NCC2CCCO2)c(C)c1 (stereo unspecified)	-1.2	-3.5	11.8	7.3	-4.2	-11.3	0.4	0.6
Cc1cc(/C=N/NC(=O)C(O)(c2ccccc2)c2ccccc2)c(C)n1-c1cccc(C(=O)O)c1	52.4*	-0.8	-56.2	11.7	-17.2	14.4	4.5	2.2
COc1cccc(NC(=O)CSc2nnc(Cc3ccc(C)cc3)c(=O)n2N)c1	-15.2	-2.1	0.4	-4.5	9.9	1.2	-0.9	2.4
CCOc1ccc(N(C(C)C(=O)N/N=C(\C)C(C)(C)C)S(C)(=O)=O)cc1 (stereo unspecified)	0.6	-5.5	18.9	18.2	-8.6	-2.5	29.8	-0.7
CCCn1c(C(C)Nc2nc(-c3ccc(Cl)c([N+](=O)[O-])c3)cs2)nc2cc(Cl)c(N3CCCCC3)cc21 (stereo unspecified)	-0.8	5.1	-16.1	-18.7	20.1	1.5	1.5	-3.0
COc1ccc(/C=N/N=C/c2ccc(OC)c(O)c2)cc1O	-10.4	-24.8	31.0	0.0	-0.3	10.3	-0.2	1.9
Cc1ccc2sc(N(CCCN(C)C)C(=O)c3ccc(S(=O)(=O)N4CCCCCC4)cc3)nc2c1C	4.2	0.5	12.6	-9.2	6.4	-1.8	58.0*	-8.6
CNCC(=O)O	4.4	0.6	-3.7	1.6	-5.9	-3.5	-5.5	5.1
CCn1c(SCC(=O)Nc2cccc(OC)c2)nc2ccccc2c1=O	-1.4	0.9	-2.8	-6.3	-0.8	-6.5	1.0	-1.1
O=C(CSC(=S)N1CCCC1)N1CCN(S(=O)(=O)c2cccc([N+](=O)[O-])c2)CC1	-1.0	-0.8	8.4	-9.7	-4.6	-1.5	-0.5	-9.8
CCN1CCCC1CNC(=O)Cn1cnc2sc(C)c(S(=O)(=O)N3CCC(C)CC3)c2c1=O (stereo unspecified)	-8.6	-1.4	nt	-1.0	-0.6	-1.2	nt	7.5
Cc1cc(N(CN2CCCC2=O)C(=O)c2ccc(F)cc2)no1	-5.5	2.2	15.4	-3.0	-12.4	-2.5	1.6	0.6
COCCN(CCOC)S(=O)(=O)c1ccc(OC)cc1	1.7	-4.4	29.3	-7.8	0.0	-6.2	0.0	2.4
NC(=S)Nc1c(Cl)cccc1Cl	-1.5	2.2	7.0	-1.2	0.5	-5.0	0.1	8.1
CCS(=O)(=O)c1ncc(Cl)c(C(=O)Nc2ccc(S(=O)(=O)N3CCCC(C)C3)cc2)n1 (stereo unspecified)	-0.9	-6.2	3.6	0.9	36.3	6.8	-2.5	-6.1

Five of the compounds above, with bars between the fields:
Molecule | ATG4B inh | NR3A LBD binder | SENP8 block | SENP6 block | PfG6PD inh | HKDC1 inhibitor | MPTP block | SENP7 block
O=C(Cn1c2c(sc1=O)C1c3ccccc3OCC1CS2)Nc1ccc(Cl)cc1 (stereo unspecified) | 20.1 | 13.1* | -22.1 | -18.2 | 5.2 | -7.8 | 3.8 | -1.7
Cc1ccc2sc(N(CCCN(C)C)C(=O)c3ccc(S(=O)(=O)N4CCCCCC4)cc3)nc2c1C | 4.2 | 0.5 | 12.6 | -9.2 | 6.4 | -1.8 | 58.0* | -8.6
O=C(CSC(=S)N1CCCC1)N1CCN(S(=O)(=O)c2cccc([N+](=O)[O-])c2)CC1 | -1.0 | -0.8 | 8.4 | -9.7 | -4.6 | -1.5 | -0.5 | -9.8
COc1ccc(/C=N/N=C/c2ccc(OC)c(O)c2)cc1O | -10.4 | -24.8 | 31.0 | 0.0 | -0.3 | 10.3 | -0.2 | 1.9
FC(F)(F)c1cccc(CN2CCCCCC2)c1 | -1.8 | -0.1 | 34.0 | 4.5 | -5.7 | -1.4 | 1.6 | 0.1

Random excerpt: two records from the list.
SMILES	ATG4B inh	NR3A LBD binder	SENP8 block	SENP6 block	PfG6PD inh	HKDC1 inhibitor	MPTP block	SENP7 block
COc1cccc(NC(=O)CSc2nnc(Cc3ccc(C)cc3)c(=O)n2N)c1	-15.2	-2.1	0.4	-4.5	9.9	1.2	-0.9	2.4
Cc1cc(N(CN2CCCC2=O)C(=O)c2ccc(F)cc2)no1	-5.5	2.2	15.4	-3.0	-12.4	-2.5	1.6	0.6
